# Screens from PubChem.
# RTF Ca sens inh: cardiac RTF calcium desensitization. P19429+P45379. IANBD-labeled cardiac RTF, Ca2+ fluorescence. inhibition, % at 7.15 µM. 340,000 compounds, 0.12% hits. AID 493244;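 active = inhibition above the mean inhibition of all tested compounds plus 3 SD, cut at about 17% in these data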;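 note: assay run at fixed EC70 calcium of 1.6 mM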
# PfHsp90 set2: inhibits growth of yeast expressing Plasmodium falciparum Hsp90; S. cerevisiae expressing PfHsp90, BacTiter-Glo ATP, 48 h; yeast lacking PDR1 and PDR3 efflux regulators; inhibition, % at 9.4 µM; 310,000 compounds, 0.32% hits;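 active = every replicate shows inhibition above about 80%, whatever the replicate mean, limit read from the data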;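 note: 0% = DMSO neutral controls and 100% = 20 µM radicicol positive controls; yeast relying on Plasmodium falciparum Hsp90 in place of its own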
# dFosB act: enhances mouse delta FosB homodimer DNA binding; AID 493131; P13346; 340,000 compounds, 0.99% hits; purified delta FosB, TAMRA-CDK5 oligo fluorescence polarization; percent of positive-control signal above neutral wells; activation, % at 25 µM;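 active = mean activation above about 17%, with every replicate also reaching it, limit read from the data, passing the limit was not always enough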;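 note: fluorescence polarization rise as delta FosB binds a TAMRA Cdk5 AP-1 oligo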
# Mot1-301 SUMO: blocks SUMOylation pathway, rescuing yeast Mot1-301 growth. S. cerevisiae Mot1-301 growth rescue, ATP luminescence, 38.5C; percent above DMSO median, 100 means doubled. growth rescue, % at 18.8 µM. 320,000 compounds, 1% hits. AID 2716;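 active = every valid replicate shows activation above 250% relative to neutral control wells; inactive = the rest, any valid replicate at or below 250%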;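 note: OY570 slx delta 5 strain wells were the positive control but not used for scaling; some compounds called inactive have numbers as strong as hits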
# Rtt109 HAT inh: C. albicans Rtt109 histone acetyltransferase inhibition; purified Rtt109/Vps75, ThioGlo CoA-SH fluorescence, 4 h; inhibition, % at 34.9 µM; 330,000 compounds, 0.16% hits; AID 540336;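 active = inhibition of at least 50% in every replicate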
# Target sequence (Q5AAJ8 whole entry, looked up): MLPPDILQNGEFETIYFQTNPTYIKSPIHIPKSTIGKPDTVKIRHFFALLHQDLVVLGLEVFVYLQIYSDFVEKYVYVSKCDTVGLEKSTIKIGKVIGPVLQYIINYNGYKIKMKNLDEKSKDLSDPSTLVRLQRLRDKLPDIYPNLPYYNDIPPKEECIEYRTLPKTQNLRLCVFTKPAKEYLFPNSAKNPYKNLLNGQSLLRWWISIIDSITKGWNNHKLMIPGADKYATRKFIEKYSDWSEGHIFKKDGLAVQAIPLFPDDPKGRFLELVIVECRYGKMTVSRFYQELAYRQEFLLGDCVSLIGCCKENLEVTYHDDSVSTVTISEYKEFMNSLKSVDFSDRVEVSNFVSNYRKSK
# PvdQ inh: blocks Pseudomonas aeruginosa PvdQ acylase activity | purified PvdQ acylase, fluorescence plate reader | inhibition, % at 10 µM | 340,000 compounds, 0.063% hits | AID 488965; in the data active = inhibition above about 30%, passing the limit was not always enough;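 note: 0% = vehicle neutral wells and 100% = reference inhibitor wells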
# Keap1-Nrf2 PPI: inhibitors of human Keap1-Nrf2 protein-protein interaction. 340,000 compounds, 0.15% hits. AID 504523. inhibition, % at 9.4 µM. Q14145. Keap1 Kelch-Nrf2 peptide fluorescence polarization, 1536-well; in the data active = inhibition above about 12%;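 note: human Keap1 Kelch domain with fluorescein labeled Nrf2 9mer peptide probe; 0% = neutral control wells and 100% = peptide positive control; higher means more block of Keap1 binding to Nrf2 peptide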
# CDK5 inh: blocks human CDK5/p35 kinase activity | AID 488839 | Q00535+Q15078 | inhibition, % at 10 µM | Recombinant CDK5/p35, ADP-Glo luminescence, 60 min | 330,000 compounds, 0.01% hits;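 active = highest replicate inhibition of at least 50% and at least 75% of replicates reaching 50%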;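 note: plate controls were DMSO neutral control for no effect and GW8510 at 10 µM for full effect; many of its hits are not listed in these tables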
# Target sequence (Q00535 whole entry, looked up): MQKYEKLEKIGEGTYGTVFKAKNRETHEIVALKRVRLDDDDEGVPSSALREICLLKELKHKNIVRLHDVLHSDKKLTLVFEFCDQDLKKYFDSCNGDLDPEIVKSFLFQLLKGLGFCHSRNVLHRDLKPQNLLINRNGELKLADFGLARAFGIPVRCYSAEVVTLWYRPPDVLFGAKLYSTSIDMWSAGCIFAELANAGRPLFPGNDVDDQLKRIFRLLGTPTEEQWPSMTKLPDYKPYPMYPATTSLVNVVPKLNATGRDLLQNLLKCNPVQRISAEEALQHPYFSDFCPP
# Target sequence (Q15078 whole entry, looked up): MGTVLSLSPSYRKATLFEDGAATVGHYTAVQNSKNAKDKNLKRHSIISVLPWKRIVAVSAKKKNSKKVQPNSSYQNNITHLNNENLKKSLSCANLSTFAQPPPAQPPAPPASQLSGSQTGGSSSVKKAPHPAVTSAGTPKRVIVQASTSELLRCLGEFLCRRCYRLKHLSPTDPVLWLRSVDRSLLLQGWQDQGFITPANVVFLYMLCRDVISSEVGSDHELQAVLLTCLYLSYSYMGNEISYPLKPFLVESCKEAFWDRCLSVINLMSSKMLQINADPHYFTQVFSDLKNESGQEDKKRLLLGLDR
# LANA DNA inh: inhibitors of KSHV LANA C-terminal domain DNA binding; MBP-C-LANA/FAM-LBS DNA binding, fluorescence polarization; inhibition, % at 9 µM; 340,000 compounds, 0.078% hits;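 active = highest replicate inhibition at or above 60% at 9 µM, even if other replicates fall short; inactive = all replicates below 60% inhibition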;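 note: 0% = neutral control wells and 100% = 4 µM acridine orange control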
# cardiac RTF act: increases calcium sensitivity of human cardiac regulated thin filaments. activation, % at 7.2 µM. 340,000 compounds, 0.24% hits. P19429+P45379. AID 493008. IANBD-labeled TnC RTF fluorescence at EC20 calcium; 0% EC20 calcium, 100% full calcium;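 active = activation above the mean over all tested compounds plus 3 SD, cut at about 30% in these data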;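 note: rise in fluorescence read as greater calcium sensitivity of cardiac thin filaments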
# NSD2 HMT inh: inhibitors of human histone methyltransferase NSD2; O96028; NSD2 peptide methylation, AlphaScreen, 120 min; inhibition, % at 12.5 µM; 310,000 compounds, 0.54% hits; AID 743445; in the data active = inhibition above about 50%
# Numbers without * were called inactive; x = not tested or not shown. Hits appear at their usual frequency, and some 3.2% of all compounds hit somewhere here.
SMILES,RTF Ca sens inh,PfHsp90 set2,dFosB act,Mot1-301 SUMO,Rtt109 HAT inh,PvdQ inh,Keap1-Nrf2 PPI,CDK5 inh,LANA DNA inh,cardiac RTF act,NSD2 HMT inh
C/C(=N/N1CCN(c2ccccc2)CC1)c1cccc([N+](=O)[O-])c1,1,20,-6,-3,2,-21,-2,0.4,-0.7,3,-1
COc1ccc(C)cc1NC(=O)NCCC1=CCCCC1,-1,x,-12,11,-9,-7,-1,3.3,-0.2,-4,-4
CCCCN(CCCC)CCNC(=O)CNC(=O)c1cccs1,-5,10,-6,-3,-4,-12,4,-2.0,0.4,4,2
O=C(CSc1n[nH]c(=O)[nH]c1=O)Nc1ccccc1C(=O)c1ccccc1,-2,5,-6,-6,6,-5,-2,-2.4,0.4,-2,-5
NC(=O)Nc1ccc(C(=O)OCC(=O)N(Cc2ccccc2)C2CCS(=O)(=O)C2)cc1 (centres undefined),-10,-65,-4,-36,x,-10,1,-0.5,0.1,1,-2
Cc1cc(C)c(NC(=O)CSc2nc3ncc(Cl)cc3[nH]2)c(C)c1,1,-18,15,-3,2,-1,2,-1.4,0.2,-2,-4
CC1=C(C#N)C(c2ccc3ncccc3c2)C(C#N)=C(C)N1,-6,8,-2,20,29,5,2,1.1,2.1,-9,4
S=c1[nH]nc(-c2cccs2)n1/N=C/c1cn(-c2ccccc2)nc1-c1ccccc1,2,-74,-16,12,-8,2,4,0.2,0.5,7,1
CCCOc1ccc(C(=O)N(Cc2cccs2)C2CCS(=O)(=O)C2)cc1 (centres undefined),4,-3,-5,-13,-2,12,-7,0.4,1.5,-3,-2
COc1ccc(/C=C2\SC(=S)N(NC(=O)c3csc4c3CCCC4)C2=O)cc1,0,1,-4,215,0,10,-4,-2.3,2.1,-3,0
Cc1nn(S(=O)(=O)c2ccc(C(C)C)cc2)c(C)c1S(=O)(=O)N1CCOCC1,-1,4,-4,8,54*,4,-3,0.1,-1.9,-4,-1
O=C(c1ccc(Cl)cc1)N1CCCCC(Cl)C1=O (centres undefined),10,10,-5,136,6,3,-2,0.7,0.3,-1,1
COc1ccc(-c2nc(C(=O)O)cs2)cc1OC,-9,x,1,-9,-4,12,2,-1.4,1.9,3,-2
O=C(O)C(C(=O)O)=C1C2CC3CC(C2)CC1C3,-4,0,-2,-9,5,-15,2,-1.8,0.6,0,2
Cc1ccc(C(=O)SC2=NCCS2)cc1,-10,25,-1,25,0,-20,-9,-13,2.1,6,0
Cc1cc(C)nc(/N=C2\NC(=O)CC3C(=O)NCCN23)n1 (centres undefined),0,12,1,-16,-5,-3,-1,-1.0,2.0,6,-1
COC(=O)C(=Nc1ccccc1)/C(C(=O)C(=O)N(C)c1ccccc1)=C(\O)c1ccc(Cl)cc1,2,-7,0,-1,1,-2,2,-0.9,1.2,8,22
COc1ccc(NC(=O)CSCC(=O)Nc2nnc(C3CC3)s2)cc1,-18,-20,0,183,0,-4,0,-0.7,-1.7,-6,0
CN1CC2(Cc3c1ccc1ccccc31)C(=O)OC(C)(C)OC2=O,-5,x,-2,13,-3,-31,-4,-4.1,-0.1,11,87*
CCCN(CC(=O)Nc1ccccc1C)C(=O)c1ccc2ccccc2n1,0,-2,-6,-6,5,-11,-6,-6.5,-0.3,-1,-3
Cc1ccc(N=Nc2c(O)n(CN3CCOCC3)c3ccccc23)cc1,-33,x,-8,50,7,7,4,0.5,-0.3,16,x
CC(=O)c1ccc(Oc2ccc(C(=O)c3ccc(C)c(C)c3)cc2[N+](=O)[O-])cc1,-2,30,0,61,-7,-14,-4,-2.4,0.6,1,0
O=C(Nc1ccccc1)N1CCCC1c1cccs1 (centres undefined),1,-21,4,267,-7,2,-3,-2.2,0.6,0,-1
O=C(CSC1=NCCS1)N1CCCCCC1,-1,13,-9,x,7,-8,-3,0.8,0.7,2,2
CCOC(=O)C1(CCOc2ccccc2)CCN(Cc2cc(OC)cc(OC)c2)CC1,-4,-3,-11,-13,-2,-11,3,-0.4,-5.7,4,1
COc1ccc(/C=N/Nc2nc(-c3cccc(S(=O)(=O)N4CCCC4)c3)cs2)cc1OC,-10,-9,-11,10,1,-8,-1,-1.5,-1.6,0,-1
Cc1cc(NCc2ccccc2)nc(-c2ccccc2O)n1,-10,x,2,-12,2,-12,-1,-0.8,1.4,1,-3
Cc1ccc(CN2CCN(/N=C/C=C/c3ccccc3[N+](=O)[O-])CC2)cc1,-7,16,-9,83,5,5,1,-0.2,0.9,1,20
CS(=O)c1ccccc1COC(=O)Nc1cccc(Cl)c1 (centres undefined),-1,14,-2,-10,2,-13,-3,-0.5,0.3,-4,1
O=c1oc2cc(O[C@@H]3OC[C@@H](O)[C@H](O)[C@H]3O)ccc2c2ccccc12,-8,-8,-27,-3,x,-20,-7,-0.7,-1.0,-1,-3
COc1ccccc1NC(=O)C(C)N(C)CCOc1ccccc1 (centres undefined),-2,23,-14,-3,-3,-7,-1,1.2,0.9,3,-1
O=C(CCc1ccccc1)NC(c1cccs1)c1cc(Cl)c2cccnc2c1O (centres undefined),0,101*,-9,x,-1,7,3,-2.8,-0.3,3,2
COc1ccccc1Nc1nnc(Cc2ccccc2)c(=O)[nH]1,13,-13,-4,-7,-3,-18,1,-0.2,0.7,1,13
CC(=O)Nc1ccc(S(=O)(=O)NCC(=O)OCC(=O)NC(=O)c2cccn2C)cc1,9,3,4,-7,-5,-7,5,-1.9,1.5,-1,11
Cc1ccc(NC(=O)COC(=O)c2cccc3c(=O)c(C)c(-c4ccccc4)oc23)cc1,-6,-11,-2,-5,-6,-15,-2,-1.6,-0.8,-3,x
CCCOc1ccc(C(=O)NCCN2CCOCC2)cc1,-5,-13,0,9,5,-13,-2,0.4,0.0,5,-1
CCOC(=O)COc1ccc([N+](=O)[O-])cc1,-11,-3,-8,319,x,-12,-5,-0.5,0.7,0,1
COc1ccccc1C(=O)Nc1ccc2c3c(cccc13)CC2,-1,19,-2,-13,0,2,-2,-0.8,1.3,-2,0
O=C(/C=C/c1cccc(F)c1)N1CCN(c2ncccn2)CC1,-2,-14,-6,-2,-10,-13,2,0.0,-0.6,3,-8
CCn1c(SCC(=O)N2CCCC2=O)nnc1-c1cccs1,-4,12,-1,145,16,-3,1,0.5,0.6,0,0
CN1CCN(Cc2nc3ccccc3c(=O)n2Cc2nc(-c3ccc([N+](=O)[O-])cc3)cs2)CC1,9,-12,-7,-24,-2,-21,-7,1.7,-2.8,15,3
N#C/C(=C\c1ccccc1C(F)(F)F)C(=O)Nc1ccccc1F,-4,-12,-12,-5,3,-17,2,0.9,-1.7,5,-1
CCOc1ccccc1Nc1nnc(SCC(=O)N(C)C2CCS(=O)(=O)C2)s1 (centres undefined),7,x,-14,-19,-3,-2,-3,-1.9,-1.0,-5,5
Cc1ccc(S(=O)(=O)Cn2nnnc2C(CC(C)C)N2CCN(c3ccccc3)CC2)cc1 (centres undefined),2,-19,-5,-14,-4,-3,-1,0.1,0.1,3,0
Nc1ncnc2c1ncn2CCNCCc1ccccc1,-4,-5,-3,16,7,-1,0,-0.3,22,1,1
Nc1ncnc2c1ncn2[C@@H]1O[C@H](COP(=O)(O)O)[C@@H](O)[C@H]1O,-4,70,-2,-71,5,-2,-2,-4.8,-2.0,7,x
COc1cc2ccccc2cc1C(=O)OCc1nc2ccsc2c(=O)[nH]1,-4,-8,-3,-10,-2,2,2,0.6,3.5,-4,-1
CC(C)c1ccc(NC(=O)CSc2nc(=O)n(CCCN3CCOCC3)c3c2CCCC3)cc1,-4,36,-16,-4,-4,-5,-4,1.8,-0.1,4,x

# Ten compounds from above, arranged by SMILES length, falling:
SMILES,RTF Ca sens inh,PfHsp90 set2,dFosB act,Mot1-301 SUMO,Rtt109 HAT inh,PvdQ inh,Keap1-Nrf2 PPI,CDK5 inh,LANA DNA inh,cardiac RTF act,NSD2 HMT inh
CN1CCN(Cc2nc3ccccc3c(=O)n2Cc2nc(-c3ccc([N+](=O)[O-])cc3)cs2)CC1,9,-12,-7,-24,-2,-21,-7,1.7,-2.8,15,3
Nc1ncnc2c1ncn2[C@@H]1O[C@H](COP(=O)(O)O)[C@@H](O)[C@H]1O,-4,70,-2,-71,5,-2,-2,-4.8,-2.0,7,x
Cc1ccc(S(=O)(=O)Cn2nnnc2C(CC(C)C)N2CCN(c3ccccc3)CC2)cc1 (centres undefined),2,-19,-5,-14,-4,-3,-1,0.1,0.1,3,0
CC(C)c1ccc(NC(=O)CSc2nc(=O)n(CCCN3CCOCC3)c3c2CCCC3)cc1,-4,36,-16,-4,-4,-5,-4,1.8,-0.1,4,x
CCOc1ccccc1Nc1nnc(SCC(=O)N(C)C2CCS(=O)(=O)C2)s1 (centres undefined),7,x,-14,-19,-3,-2,-3,-1.9,-1.0,-5,5
N#C/C(=C\c1ccccc1C(F)(F)F)C(=O)Nc1ccccc1F,-4,-12,-12,-5,3,-17,2,0.9,-1.7,5,-1
O=C(/C=C/c1cccc(F)c1)N1CCN(c2ncccn2)CC1,-2,-14,-6,-2,-10,-13,2,0.0,-0.6,3,-8
COc1ccccc1C(=O)Nc1ccc2c3c(cccc13)CC2,-1,19,-2,-13,0,2,-2,-0.8,1.3,-2,0
CCOC(=O)COc1ccc([N+](=O)[O-])cc1,-11,-3,-8,319,x,-12,-5,-0.5,0.7,0,1
CCCOc1ccc(C(=O)NCCN2CCOCC2)cc1,-5,-13,0,9,5,-13,-2,0.4,0.0,5,-1

# (next part)
SMILES,RTF Ca sens inh,PfHsp90 set2,dFosB act,Mot1-301 SUMO,Rtt109 HAT inh,PvdQ inh,Keap1-Nrf2 PPI,CDK5 inh,LANA DNA inh,cardiac RTF act,NSD2 HMT inh
COCC(C)NC(=O)/C(=C/c1ccccc1)c1ccccc1 (centres undefined),0,x,-6,-2,-5,-13,-1,0.3,0.8,-4,-3
CCOc1nc(C)ccc1-c1noc(-c2ccco2)n1,-4,20,-17,83,-3,-9,4,-1.3,-0.7,-7,2
CCOc1ccc(Br)cc1CNc1ccc2c(c1)OCCO2,-1,0,-10,56,14,2,2,-0.7,11,6,0
O=C(Cc1n[nH]c(=O)c2ccccc12)OCC(=O)c1ccc(OC(F)F)cc1OC(F)F,4,13,-13,5,0,-8,-4,1.2,-2.2,-10,1
Cc1onc(-c2ccccc2Cl)c1C(=O)NC(=S)Nc1ccccc1C(N)=O,-12,25,-3,7,-4,-11,-9,-2.2,1.0,1,-2
